ALOX12 inhib: inhibitors of human 12-lipoxygenase (ALOX12); Potency, µM (highest dose often 57.1 µM), for inactives: at the highest dose activity change, negative = inhibition, most hits filed as inhibitors; 150,000 compounds, 0.12% hits; P18054; purified 12-hLO, xylenol orange hydroperoxide absorbance; note: potency is the fitted concentration of half-maximal effect; nearly all actives have a fitted effect of over 55% in size; many of its hits are not listed in these tables
Target sequence (P18054 whole entry, looked up): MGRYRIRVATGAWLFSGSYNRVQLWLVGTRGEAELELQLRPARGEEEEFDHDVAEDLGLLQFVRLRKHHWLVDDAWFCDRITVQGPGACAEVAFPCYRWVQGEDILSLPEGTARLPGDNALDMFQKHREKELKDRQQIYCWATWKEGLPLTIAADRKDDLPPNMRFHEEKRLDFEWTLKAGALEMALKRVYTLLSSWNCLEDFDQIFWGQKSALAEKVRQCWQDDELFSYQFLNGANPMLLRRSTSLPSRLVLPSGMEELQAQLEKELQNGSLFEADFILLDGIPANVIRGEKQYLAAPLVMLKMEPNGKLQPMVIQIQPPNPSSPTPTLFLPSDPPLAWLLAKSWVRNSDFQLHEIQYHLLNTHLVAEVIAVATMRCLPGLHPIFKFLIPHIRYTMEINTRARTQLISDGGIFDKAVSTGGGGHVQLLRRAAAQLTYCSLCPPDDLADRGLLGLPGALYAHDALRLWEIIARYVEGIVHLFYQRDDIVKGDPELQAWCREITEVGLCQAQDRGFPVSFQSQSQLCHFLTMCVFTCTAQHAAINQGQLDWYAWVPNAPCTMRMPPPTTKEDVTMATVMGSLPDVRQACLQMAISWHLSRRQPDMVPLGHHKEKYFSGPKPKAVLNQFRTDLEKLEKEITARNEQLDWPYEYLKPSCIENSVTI
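Purified human 12hLO (150 nM final) was preincubated with compounds for 15 min at room temperature in 25 mM Hepes pH 7.0, 0.01% Triton X-100, then reacted with 40 uM arachidonic acid for 30 min. Hydroperoxide was detected with ferrous iron/xylenol orange.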
IMPase cell inh: membrane-permeable compound that blocks inositol monophosphatase | P97697 | CHO-M1 cells, IP1 accumulation, HTRF TR-FRET ratio | inhibition (IP1 accumulation), % at 46.1 µM | 120,000 tested, under 10 active | AID 901; active = well fitted curve in the direction sought with a large enough effect in the signal ratio, not every such curve was filed as active; inconclusive = small, poorly fitted or top-dose-only effect, or a change in a side signal; inactive = no such curve, though single readings can be large or run the other way; the % refers to the signal ratio;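 note: cells stimulated with carbachol in lithium chloride buffer; plate controls were DMSO basal wells for no effect and reference inhibitor wells for full effect; higher means more IMPase inhibition seen as more IP1 and lower FRET ratio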
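Carbachol-driven Gq signalling in CHO-M1 cells (2000/well) generates IP1. Compounds that block IMPase raise IP1 and so reduce the FRET signal from Eu-anti-IP1 and d2-IP1 after a 10 min room-temperature lysis.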
PNC inhibitor: perinucleolar compartment assembly inhibition; activity change (PNC), negative = inhibition, % at 10 µM; 140,000 compounds, 3.1% hits; PC3M PTB-GFP, PNC prevalence imaging, 16 h; hits give low values;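 active = readout at or below -70, meaning at least 70% loss of cells showing the perinucleolar compartment, a nuclear body marking cancer cells; inconclusive = readout between -30 and a set limit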;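 note: plate controls were DMSO wells for no effect and camptothecin positive control wells for full effect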
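Compounds are pinned in duplicate onto adhered PC3M cells stably expressing GFP-tagged PTB and incubated 16 h at 37 C. Cells are then fixed, nuclei stained with Hoechst, and PNC-positive cells counted.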
15-hLO-2 inh: 15-hLO-2 (ALOX15B) enzyme inhibition | AID 881 | 110,000 compounds, 0.56% hits | purified 15hLO-2, xylenol orange hydroperoxide absorbance | Potency, µM (series often up to 57.1 µM), inactives show at the highest dose activity change, negative = inhibition, most hits filed as inhibitors; note: potency is the fitted concentration of half-maximal effect; nearly all actives have a fitted effect of over 60% in size; many of its hits are not listed in these tables
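Enzyme 50 nM, AA 45 uM, 25 mM Hepes pH 7.5 + 0.01% Triton X-100; cpd preinc 15 min RT, rxn 90 min RT; stop/detect with 200 uM XO + 300 uM Fe(II) in 50 mM H2SO4, 30 min; A573/A405.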
An asterisk follows results filed as active; ? = inconclusive; . = no result given; [ ] = another dose, or the depositor's remark. Unless noted, calls come from the whole dose curve; as a rule, active = well fitted curve in the direction sought with a large enough effect; inconclusive = small, poorly fitted or top-dose-only effect, or another doubt; inactive = no such curve, though single readings can be large; an effect the other way counts as inactive or inconclusive. Unless noted, % is set by controls: 0 for no effect and ±100 for the full control effect.

| SMILES | ALOX12 inhib | PNC inhibitor | 15-hLO-2 inh | IMPase cell inh |
| --- | --- | --- | --- | --- |
| COCCn1c(SCC(=O)NC(=O)NC(C)(C)C)nc2ccccc21 | 4.8% | -10.4 | -4.1% | -6.4 |
| CCn1c(C(C#N)/C(=N\S(=O)(=O)c2cccs2)c2ccccc2)nc2ccccc21 (stereo not given) | -0.4% | 9.8 | 28.8% | -1.1 |
| Cc1ccc(C)c2sc(NC(=O)c3ccc(N4CCCCC4)c([N+](=O)[O-])c3)nc12 | 1.7% | 40.7 | 34.6%[activator] | ? |
| Cc1nnsc1S(=O)(=O)Cc1ccccc1Cl | -2.5% | 24.4 | -4.8% | -11.6 |
| O=C(O)c1ccc2c(c1)C(c1ccccc1)OC2=O (stereo not given) | -1.2% | 6.4 | -3.6% | -3.1 |
| CC1(C)CC(=O)C=C(NCc2cccnc2)C1 | -0.1% | 11.5 | 3.8% | 7.3 |
| Cc1nn(-c2ccccc2)c(Cl)c1/C=N/NC(=O)OC(C)(C)C | 0.5% | 19.9 | . | 9.8 |
| O=C(NCCCCc1ccccc1)c1ccc(Br)o1 | 3.8% | 55.7 | . | 16.3 |
| COc1ccc(OCC(=O)Nc2ccc(S(=O)(=O)Nc3cc(C)nc(C)n3)cc2)cc1 | -2.2% | 2.4 | -8.3% | ? |
| O=C(NC1=C(Nc2ccc(F)cc2)C(=O)c2ccccc2C1=O)c1ccc(Cl)cc1 | 2.5% | -23.1 | . | . |
| Cc1ccc(C)c2[nH]c(=O)c(CCNC(=O)Cc3cccs3)cc12 | -2.5% | ? | . | . |
| Cc1nnc2c(-c3ccccc3)nc3ccccc3n12 | 2.1% | -3.7 | -1.1% | 13.0 |
| COC(=O)c1ccc(NC(=O)CSc2nncn2C)cc1 | -4.5% | -16.9 | -2.0% | 9.0 |
| Cc1ccc(OCC(=O)N/N=C\c2ccco2)c(C)c1 | -3.5% | 54.4 | -15.0% | 0.4 |
| O=C(NCc1ccccc1)N1CCC(n2cnc3cc(F)ccc32)CC1 | -2.6% | ? | 8.5% | 5.5 |
| CC(C)CC(=O)N1CCN(CC2CC=CCC2)CC1 (stereo not given) | 0.6% | -23.1 | . | 0.0 |
| CCSc1nnc(-c2ccccc2NC(=O)CC)c(=O)[nH]1 | 2.0% | 8.5 | -2.7% | -12.9 |
| Cc1cc2c(cc1C)N(C(=O)CSc1nncn1C)C(C)(C)c1ssc(=S)c1-2 | -21.9% | ? | . | -8.7[0.369 µM] |
| CCCNC(=O)CCn1c(-c2ccc(C)cc2)cc(C(=O)OCC)c1C | -3.2% | -8.5 | -0.4% | 3.9 |
| O=C(c1ccncc1)N1CCC2(CC1)CCN(c1ncccn1)CC2 | 4.3% | . | 3.0% | . |
| Cc1cccc(N2C(=O)c3cccc4c(N5CCCCC5)c([N+](=O)[O-])cc(c34)C2=O)c1C | -1.8% | ? | . | . |
| COc1ccc(/C=C(\C#N)C(=O)OCC(=O)Nc2c(C)cccc2C)cc1 | 1.6% | -81.3* | . | . |
| O=C(O)c1ccccc1C(=O)NNc1ccc(Cl)cc1 | ? | 20.6 | ? | 5.0 |
| O=S(=O)(c1ccccc1)N1CCN(S(=O)(=O)N2CCCCC2)CC1 | -5.7% | 5.1 | -7.0% | -4.4 |
| COc1ccc(S(=O)(=O)N2CCCN(CC(=O)C(C)(C)C)CC2)cc1 | -12.2% | 37.6 | -5.2% | 2.3 |
| CCOC(=O)c1ccc(NC(=O)NC(C)C2CCCO2)cc1 (stereo not given) | -1.9% | 19.1 | 3.3% | 3.2 |
| Cn1c(=O)n(C)c2cc([N+](=O)[O-])c(N3CCN(C(=O)c4ccc(Cl)cc4)CC3)cc21 | -3.4% | 38.6 | 11.3% | -1.0 |
| CCCCC(=O)NNC(=S)NC(=O)CCC | -3.3% | -11.3 | . | 7.8 |
| O=C(CNS(=O)(=O)c1ccccc1)N/N=C\c1ccc(Cl)cc1 | -6.0% | -9.1 | . | 7.4 |
| COc1ccc(S(=O)(=O)N2CCCCCC2)cc1C(=O)OCc1c(C)noc1C | -7.1% | 27.8 | -3.7% | 5.2 |

Ordered by count of non-hydrogen atoms (highest first): some entries from above
| SMILES | ALOX12 inhib | PNC inhibitor | 15-hLO-2 inh | IMPase cell inh |
| --- | --- | --- | --- | --- |
| COc1ccc(/C=C(\C#N)C(=O)OCC(=O)Nc2c(C)cccc2C)cc1 | 1.6% | -81.3* | . | . |
| CCCNC(=O)CCn1c(-c2ccc(C)cc2)cc(C(=O)OCC)c1C | -3.2% | -8.5 | -0.4% | 3.9 |
| O=C(CNS(=O)(=O)c1ccccc1)N/N=C\c1ccc(Cl)cc1 | -6.0% | -9.1 | . | 7.4 |
| CCSc1nnc(-c2ccccc2NC(=O)CC)c(=O)[nH]1 | 2.0% | 8.5 | -2.7% | -12.9 |
| O=C(O)c1ccccc1C(=O)NNc1ccc(Cl)cc1 | ? | 20.6 | ? | 5.0 |

The listing continues.
| SMILES | ALOX12 inhib | PNC inhibitor | 15-hLO-2 inh | IMPase cell inh |
| --- | --- | --- | --- | --- |
| COc1ccc(S(=O)(=O)N2CCN(C3CCN(Cc4ccccc4)CC3)CC2)cc1 | -10.8% | -29.7 | 23.0% | 37.8[activator] |
| Cc1ccc(N2C(=O)C3C(c4ccccc4)N4CCCN4C3(C)C2=O)cc1 (stereo not given) | -3.6% | ? | . | . |
| CC1CCN(C(=O)c2ccc(COc3ccccc3Cl)o2)CC1 | -11.8% | 42.2 | -0.8% | 4.5 |
| COC(=O)c1cc(NC(=O)CN(c2ccc3c(c2)OCO3)S(C)(=O)=O)ccc1Cl | -12.4% | 14.0 | -3.5% | 5.3 |
| Cc1cc(Nc2ccc(Cl)cc2)nc(NCc2ccccc2)n1 | -8.5% | 33.9 | . | . |
| CC1CCCC(NC(=O)C2CCN(S(=O)(=O)N3CCC4(CC3)OCCO4)CC2)C1C (stereo not given) | 2.8% | 3.7 | -2.2% | -13.5 |
| CCOC(=O)C1CCN(C(=O)CSc2cc(=O)n(CC)c3ccccc23)CC1 | 1.6% | ? | 6.1% | -27.2 |
| O=c1cc(-c2ccccc2Cl)oc2c([N+](=O)[O-])ccc(O)c12 | 4.9%[0.00818 µM] | . | -6.2%[0.0915 µM] | . |
| COC(=O)c1ccc(Nc2cc(C)nc(-c3ccccc3O)n2)cc1 | -3.0% | 47.4 | -2.9% | 1.0 |
| O=C(O)CC(Cc1ccc(Cl)cc1)C(=O)NCc1ccccc1 (stereo not given) | -0.9% | ? | . | 8.0 |
| C1CNCCNCCCNCCNC1 | -6.2% | -114.6* | . | . |
| O=C(COC(=O)c1ccc(-c2nnc(-c3ccccc3)o2)cc1)c1ccccc1 | 0.2% | -27.8 | . | -8.7 |
| CCCC1OC23CCCCC2C(C#N)(C#N)C1(C#N)C(=N)O3 (stereo not given) | -1.4% | ? | . | . |
| OCc1ccccc1OCCOc1ccc(Cl)c2cccnc12 | -7.8% | 2.9 | -1.2% | 15.2 |
| CCc1sc(C(=O)NC)cc1Br | -4.9% | -19.7 | -10.5% | 8.1 |
| COC(=O)C1=C(N)N(c2ccc(F)cc2)C2=C(C(=O)CCC2)C1c1ccc2c(c1)OCO2 (stereo not given) | -17.4% | 27.9 | -0.2% | ? |
| C=CCn1c(SCC(=O)NCC)nnc1-c1cc2c(s1)CCC(CC)C2 (stereo not given) | 4.1% | ? | . | . |
| Cc1cc(/C=C(\C#N)C(=O)OCC(=O)NC(=O)NC(C)(C)C)c(C)n1CCC(C)C | -8.8% | 4.0 | -19.9% | 6.8 |

An excerpt from above in order of their number in PNC inhibitor, rising:
| SMILES | ALOX12 inhib | PNC inhibitor | 15-hLO-2 inh | IMPase cell inh |
| --- | --- | --- | --- | --- |
| O=C(COC(=O)c1ccc(-c2nnc(-c3ccccc3)o2)cc1)c1ccccc1 | 0.2% | -27.8 | . | -8.7 |
| COc1ccc(OCC(=O)Nc2ccc(S(=O)(=O)Nc3cc(C)nc(C)n3)cc2)cc1 | -2.2% | 2.4 | -8.3% | ? |
| O=C(O)c1ccc2c(c1)C(c1ccccc1)OC2=O (stereo not given) | -1.2% | 6.4 | -3.6% | -3.1 |
| O=C(O)c1ccccc1C(=O)NNc1ccc(Cl)cc1 | ? | 20.6 | ? | 5.0 |
| Cc1cc(Nc2ccc(Cl)cc2)nc(NCc2ccccc2)n1 | -8.5% | 33.9 | . | . |
| Cc1ccc(C)c2sc(NC(=O)c3ccc(N4CCCCC4)c([N+](=O)[O-])c3)nc12 | 1.7% | 40.7 | 34.6%[activator] | ? |

High-throughput results as filed in PubChem.

These rows are one share of the data. The share of hits here may be higher or lower than overall.
